# Compound activity from PubChem.
# Rin1-Abl PPI inh – inhibitors of Rin1-Abl protein binding, primary screen, biochemical, TR-FRET. 360,000 tested, 0.4% active. Tyrosine-protein kinase ABL1 (Homo sapiens) + Ras and Rab interactor 1 (Homo sapiens), …. inhibition, % at 7.35 µM. AID 588664, 2011; in the data active = inhibition above about 5%, passing the limit was not always enough
# DNMT1 inh – human DNMT1 methyltransferase inhibitors, primary screen, biochemical, molecular beacon, fluorescence, HinP1I cleavage, uHTS; inhibition (reported as % activation of signal), % at 10 µM; AID 588458, 2011; 360,000 tested, 0.83% active; DNA (cytosine-5)-methyltransferase 1 (Homo sapiens), P26358; in the data active = inhibition above about 50%
# SUMO1-SIM PPI – modulators of SUMO1 protein-protein interactions, primary screen, biochemical, uHTS; 360,000 tested, 0.33% active; SUMO1 binding to a labelled peptide, TR-FRET, 1 h; inhibition, % at 20 µM; Small ubiquitin-related modifier 1 (Homo sapiens), P63165; in the data active = inhibition above about 37%
# Target sequence (P63165 whole entry, looked up): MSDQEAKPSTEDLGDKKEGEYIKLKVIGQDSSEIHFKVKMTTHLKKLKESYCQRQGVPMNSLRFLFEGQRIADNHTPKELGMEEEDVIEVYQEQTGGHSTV
# NadD block – inhibitors of S. aureus NadD, primary screen, biochemical, colorimetric, uHTS. Nicotinate-nucleotide adenylyltransferase NadD (Staphylococcus aureus N315). purified NadD enzyme, colorimetric absorbance read-out. inhibition, % at 20 µM. 360,000 tested, 0.78% active. AID 602399, 2012; in the data active = inhibition above about 26%; also: some compounds past the cut are filed as inactive
# Neddyl block – inhibitors of cullin neddylation, primary screen, biochemical, TR-FRET, uHTS, NAE and Ubc12 | calls only at 25 µM | 360,000 tested, 0.58% active; in the data active = inhibition above about 36%
# CSN inh – inhibitors of CSN-mediated cullin deneddylation, primary screen, biochemical, fluorescence polarization, uHTS. 360,000 tested, 0.38% active. COP9 signalosome complex subunit 5 (Homo sapiens), Q92905. inhibition, % at 12.5 µM. AID 651999, 2013. Purified CSN, SCF-Nedd8-OG deneddylation;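 active = pattern-corrected inhibition above about 35%, with an unprinted fluorescence ratio check between 0.5 and 1.5, limit read from the data, passing the limit was not always enough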;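 also: 0% = enzyme with substrate and 100% = substrate without enzyme; some results filed as inactive read as strong as hits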
# Target sequence (Q92905 whole entry, looked up, one chain of several): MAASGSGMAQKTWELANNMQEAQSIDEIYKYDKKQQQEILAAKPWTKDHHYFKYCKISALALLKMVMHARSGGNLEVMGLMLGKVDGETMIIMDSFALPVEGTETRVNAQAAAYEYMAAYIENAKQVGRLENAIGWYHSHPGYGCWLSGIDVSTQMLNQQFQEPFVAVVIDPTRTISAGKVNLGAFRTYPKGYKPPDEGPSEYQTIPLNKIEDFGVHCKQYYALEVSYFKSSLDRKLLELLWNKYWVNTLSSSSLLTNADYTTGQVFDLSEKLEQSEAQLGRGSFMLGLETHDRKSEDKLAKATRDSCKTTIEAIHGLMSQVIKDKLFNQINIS
#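 test system = HEK293T-derived human Csn5 enzyme | amount = 0.24 nM Csn5 enzyme, final concentration | medium = Tris/NaCl/DTT buffer, pH 7.5 | schedule = 90 min reaction at room temperature | signal = FP | evaluation = inhibition of Csn5 cleavage, % | compound dosing = single dose of 12.5 µM compound with 0.25% DMSO | probe or stimulus = 10 nM SCFSkp2-Nedd8OG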
# LMPTP block – LMPTP phosphatase inhibitors, primary screen, biochemical, fluorescence intensity, uHTS; recombinant LMPTP-A, OMFP fluorogenic substrate; inhibition, % at 20 µM; 360,000 tested, 0.22% active; AID 651560, 2012;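 active = compounds that cut the enzyme signal by at least half of the control window in the single-dose screen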;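 also: plate controls were DMSO wells with enzyme plus substrate for no effect and substrate without enzyme for full effect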
#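 Material: LMPTP-A; amount: 0.625 nM enzyme; doses: single 20 µM dose; times: reaction 50 min, room temperature, dark; technique: fluorescence intensity of OMFP turnover product; benchmarks: no-enzyme and uninhibited controls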
# STEP inh – STEP phosphatase inhibitors, primary screen, biochemical, fluorescence intensity, uHTS; Tyrosine-protein phosphatase non-receptor type 5 (Homo sapiens), P54829; recombinant STEP, OMFP fluorogenic substrate; inhibition, % at 20 µM; 360,000 tested, 0.25% active; AID 588621, 2011;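 active = inhibition at 20 µM, scaled per plate between control wells, above about 37%, limit read from the data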;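 also: 0% = DMSO with enzyme and substrate and 100% = substrate only without enzyme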
#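 Also added – OMFP at 25 µM · Test system – STEP tyrosine phosphatase · Technique – FITC-channel fluorescence of OMFP product · Schedule – 20 min at room temperature, dark · Evaluation – control-normalized % inhibition with plate pattern correction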
# Rpn11 inh – Rpn11 (PSMD14) deubiquitinase inhibitors, primary screen, biochemical, fluorescence polarization, uHTS; human 26S proteasome, Ub4-pepOG fluorescence polarization; 20S core pre-blocked with epoxomicin; calls only at 20 µM; 360,000 tested, 0.59% active; AID 588493, 2011;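 active = inhibition at 20 µM, scaled to each plate's controls, above about 33%, limit read from the data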
# Target sequence (O00487 whole entry, looked up): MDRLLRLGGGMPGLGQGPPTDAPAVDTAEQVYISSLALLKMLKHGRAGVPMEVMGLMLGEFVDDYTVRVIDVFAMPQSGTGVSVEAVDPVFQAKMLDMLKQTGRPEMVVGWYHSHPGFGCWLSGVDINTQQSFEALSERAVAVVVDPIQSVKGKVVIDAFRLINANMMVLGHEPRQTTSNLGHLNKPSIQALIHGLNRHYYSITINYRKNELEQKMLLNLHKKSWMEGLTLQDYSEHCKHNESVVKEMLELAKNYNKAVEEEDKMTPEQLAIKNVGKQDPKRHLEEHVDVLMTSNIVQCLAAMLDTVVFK
# Scp1 inh – Scp-1 phosphatase inhibitors, primary screen, biochemical, colorimetric, uHTS; Recombinant Scp1, phosphopeptide, malachite green phosphate absorbance; inhibition, % at 20 µM; 340,000 tested, 0.88% active; AID 493091, 2011;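 active = inhibition above about 50% at 20 µM, limit read from the data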;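 also: plate controls were DMSO wells with enzyme for no effect and wells lacking enzyme for full effect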
#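 System: SCP-1 catalytic domain; Reagent: Phospho 17-mer peptide substrate; Doses: one concentration, 20 µM, with 1.0% DMSO; Incubation: 45 min room-temperature reaction, 5 min colour, 30 min stabiliser; Signal: Phosphate-binding colour reagent, absorbance read at 630 nm.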
# * hit, by the source's call; i = inactive; / = not tested or not shown. Rows are unselected. About 3.8% of those tested had a hit in this group.
smiles | Rin1-Abl PPI inh | DNMT1 inh | SUMO1-SIM PPI | NadD block | Neddyl block | CSN inh | LMPTP block | STEP inh | Rpn11 inh | Scp1 inh
O=C(CSc1cccc[n+]1[O-])Nc1cc(S(=O)(=O)N2CCOCC2)ccc1N1CCOCC1 | -2 | -1 | 0 | 3 | i | 1 | 0.1 | 2 | i | -5
CCCCOCCCNC(=O)C[C@@H]1C[C@@]2(C(=O)OCC)CCCC=C2N(CCC2=CCCCC2)C1=O | / | / | 4 | / | i | 3 | 1.6 | / | / | /
CCOC(=O)c1ccc2ncc(C(=O)OCC)c(NCCN3CCOCC3)c2c1 | -4 | 11 | 2 | -3 | i | -1 | -0.3 | 0 | i | -5
Nc1[nH]c(N=NC(=O)c2ccc(F)cc2)c2ccccc12 | -5 | 5 | -7 | 2 | i | -2 | -2.7 | -2 | i | 3
CCCCCCC[C@H](N)[C@H](O)C(=O)N(C)[C@@H](CCS(C)=O)C(=O)N[C@@H](Cc1ccc(O)cc1)C(=O)N[C@@H](Cc1ccc(O)cc1)C(=O)O (some centres undefined) | -2 | 6 | 4 | -1 | i | 2 | -2.2 | 4 | i | 2
Cn1c(O)c(/C=N/Nc2ccccc2)c(=O)n(C)c1=O | -19 | 0 | -7 | -5 | i | 2 | 0.7 | 2 | i | -5
CCN(CC)CC(C)OC(=O)COc1ccc(OC)cc1 (centres undefined) | -5 | 4 | -2 | -6 | i | -4 | -3.1 | -4 | i | -8
O=C(CCl)Nc1cn(-c2ccccc2)nc1-c1ccccc1 | 1 | 3 | -1 | -5 | i | 0 | -0.4 | 1 | i | -11
Cn1c(N)c(C(=O)COC(=O)/C=C/c2ccccc2Cl)c(=O)n(C)c1=O | 4 | -3 | -17 | -1 | i | -2 | 1.0 | 1 | i | -10
CCNC(=O)NC(=O)C(C)N1C(=O)NC(c2ccccc2)(c2ccccc2)C1=O (centres undefined) | -1 | 0 | 0 | -8 | i | 3 | -1.6 | -3 | i | -9
CCOCCCNC(c1ccccc1)c1ccncc1 (centres undefined) | -4 | 0 | 0 | -1 | i | -1 | -1.4 | 3 | i | -4
C/C(=N\Nc1nc(-c2ccc(C)cc2C)cs1)c1cc2ccccc2oc1=O | 1 | 5 | 0 | 10 | i | 1 | 0.9 | 3 | i | -1
CCN(CC)CCn1c(=S)[nH]c2cc(C(=O)NCCc3ccc(OC)c(OC)c3)ccc2c1=O | -5 | -1 | -3 | -4 | i | -1 | -0.7 | -5 | i | /
CSc1ccccc1NC(=O)c1ccc2c(c1)CCN2S(C)(=O)=O | -1 | 5 | -11 | -3 | i | 2 | 2.0 | -1 | i | -12
COC(=O)c1cn(-c2ccccc2)nc1-c1cccnc1 | -5 | 2 | 2 | -3 | i | -2 | -2.4 | 1 | i | -1
CC(OC(=O)c1nc(Cl)ccc1Cl)C(=O)NCc1ccccc1 (centres undefined) | 1 | -5 | 0 | -7 | i | 0 | -2.1 | -2 | i | /
COc1ccc2cc(CN(Cc3cccs3)Cc3nnnn3Cc3ccccc3)c(=O)[nH]c2c1 | -3 | -2 | -3 | 4 | i | -1 | 2.4 | 9 | i | -1
COc1ccccc1C(C)NC(=O)Cc1ccsc1 (centres undefined) | 3 | 0 | 3 | 0 | i | -2 | -0.2 | -2 | i | 1
CSc1nc(=NC(C)=O)ss1 | -2 | 2 | 2 | 8 | i | -1 | -1.3 | 4 | i | 1
COc1cccc(-c2nnc(SCc3nc4ccccc4[nH]3)n2N)c1 | -1 | 1 | -2 | 1 | i | 2 | 0.0 | 0 | i | -2
O=C(CNC(=O)c1ccccc1Cl)NCCc1cccs1 | 0 | -1 | 1 | 1 | i | 1 | 2.0 | 0 | i | 8
CC(C)(C)c1nc(S(=O)(=O)c2ccc(Cl)cc2)c(N2CCOCC2)o1 | 2 | 3 | -1 | 1 | i | 0 | -1.1 | -5 | i | -4
O=C(N/N=C/C1CC2CCC1C2)c1ccc2c(c1)OCO2 (centres undefined) | -4 | 2 | 1 | -6 | i | 0 | -0.4 | -1 | i | -9
COC(=O)c1sccc1S(=O)(=O)Nc1ccc(C(O)(C(F)(F)F)C(F)(F)F)cc1 | 1 | -2 | 0 | -9 | i | 1 | -1.1 | -1 | i | /

# Copied from the entries so far for reference:
smiles | Rin1-Abl PPI inh | DNMT1 inh | SUMO1-SIM PPI | NadD block | Neddyl block | CSN inh | LMPTP block | STEP inh | Rpn11 inh | Scp1 inh
C/C(=N\Nc1nc(-c2ccc(C)cc2C)cs1)c1cc2ccccc2oc1=O | 1 | 5 | 0 | 10 | i | 1 | 0.9 | 3 | i | -1
CCN(CC)CCn1c(=S)[nH]c2cc(C(=O)NCCc3ccc(OC)c(OC)c3)ccc2c1=O | -5 | -1 | -3 | -4 | i | -1 | -0.7 | -5 | i | /
CSc1ccccc1NC(=O)c1ccc2c(c1)CCN2S(C)(=O)=O | -1 | 5 | -11 | -3 | i | 2 | 2.0 | -1 | i | -12
COC(=O)c1cn(-c2ccccc2)nc1-c1cccnc1 | -5 | 2 | 2 | -3 | i | -2 | -2.4 | 1 | i | -1
CC(OC(=O)c1nc(Cl)ccc1Cl)C(=O)NCc1ccccc1 (centres undefined) | 1 | -5 | 0 | -7 | i | 0 | -2.1 | -2 | i | /
COc1ccc2cc(CN(Cc3cccs3)Cc3nnnn3Cc3ccccc3)c(=O)[nH]c2c1 | -3 | -2 | -3 | 4 | i | -1 | 2.4 | 9 | i | -1
COc1ccccc1C(C)NC(=O)Cc1ccsc1 (centres undefined) | 3 | 0 | 3 | 0 | i | -2 | -0.2 | -2 | i | 1
CSc1nc(=NC(C)=O)ss1 | -2 | 2 | 2 | 8 | i | -1 | -1.3 | 4 | i | 1
COc1cccc(-c2nnc(SCc3nc4ccccc4[nH]3)n2N)c1 | -1 | 1 | -2 | 1 | i | 2 | 0.0 | 0 | i | -2
O=C(CNC(=O)c1ccccc1Cl)NCCc1cccs1 | 0 | -1 | 1 | 1 | i | 1 | 2.0 | 0 | i | 8
